# Source: PubChem (Emory University Molecular Libraries Screening Center)
# 14-3-3 PPI = alters human 14-3-3 gamma binding to Raf peptide | 160,000 compounds, 0.19% hits | inhibition, % at 40 µM | P61981 | FP, 14-3-3gamma / TMR-pS259-Raf peptide binding; in the data active = inhibition above about 30%;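 note: 0% = protein plus tracer without compound and 100% = blank with tracer alone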
# Target sequence (P61981 whole entry, looked up): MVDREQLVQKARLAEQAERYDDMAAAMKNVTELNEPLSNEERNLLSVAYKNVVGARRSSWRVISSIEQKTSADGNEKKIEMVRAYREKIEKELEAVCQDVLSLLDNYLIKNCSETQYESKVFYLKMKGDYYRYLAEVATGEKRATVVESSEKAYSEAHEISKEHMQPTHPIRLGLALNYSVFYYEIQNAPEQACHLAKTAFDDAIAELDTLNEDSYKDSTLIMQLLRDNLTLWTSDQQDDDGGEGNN
# * marks the source's active call; other numbers are inactive results; & = joins results of further samples. Only part of the results is shown (hit frequency here may not be typical).
14-3-3 PPI | Structure
-7.1 | Cc1ccccc1CN1C(=O)CSc2ccc(C(=O)NCC3CCCO3)cc21 (stereo not drawn)
-10.9 | CCCCOc1ccc(C(=O)Nc2c3c(nn2-c2ccc(C)cc2)CS(=O)(=O)C3)cc1
2.5 | Cn1c(SCc2nc3ccccc3[nH]2)nnc1-c1ccccn1
-6.4&4.4 | CN(Cc1ccccc1)Cc1nc2c(c(=O)n(C)c(=O)n2C)n1CCCc1ccccc1
-5.7 | CCC(C)N1C(=O)CN(C2CCCCCC2)C(=O)C1c1ccccc1F (stereo not drawn)
-9.5 | CN(C1CCCCC1)S(=O)(=O)c1ccc2c(c1)N(CC(=O)NCc1ccc(F)cc1)C(=O)CS2
-9.1 | CCCCNC(=O)CS(=O)Cc1nc(-c2cccs2)oc1C (stereo not drawn)
-25.1 | CN1Cc2sc(N)c(C#N)c2CC1(C)C
-18.4 | COc1cc(C(=O)Nc2sc3c(c2C(N)=O)CCCC3)ccc1OCc1ccccc1Cl
-8.2 | COc1ccc(C(=O)CN2CCN(S(=O)(=O)c3ccc(C(C)C)cc3)CC2)cc1
1.3 | O=C(CN(CC1CCCO1)C(=O)CCC(=O)Nc1nccs1)NCc1ccc2c(c1)OCO2 (stereo not drawn)
-2.8 | C=CCSc1nc2c(c(=O)n1C1CCOC(C)(C)C1)C1(CCCCC1)Cc1ccccc1-2 (stereo not drawn)
-5.7 | O=C(Nc1ccccc1-c1nc2ccccc2[nH]1)c1cccc(N2C(=O)CCC2=O)c1
-2.1 | Cc1onc(-c2ccccc2Cl)c1C(=O)N1CCN(C)CC1
5.4 | CCc1ccc2c(c1)C(NC(C)=O)C(=O)N2C (stereo not drawn)
2.1 | CCC(=O)N1c2ccccc2-c2nnc(SC)nc2OC1c1sccc1C (stereo not drawn)
6.3 | NC(=O)NC(=O)CC1Sc2ccc(C(F)(F)F)cc2NC1=O (stereo not drawn)
1.6 | Cc1cc2ccccc2n1CCNC(=O)COc1ccc2ccccc2c1
1.8 | O=C(O)c1nc2ncccn2n1
-3.4 | COc1ccc(C2=NC(C(C)C)NC(c3cccc(OC)c3O)C2)cc1 (stereo not drawn)
-2.4 | COc1ccc(-c2cn3cccc(C)c3n2)cc1Br
-68.5 | CCOC(=O)C1CCN(c2cc(Nc3ccc(OC)cc3)c3c4c(onc24)-c2ccccc2C3=O)CC1
-7.6 | CCC1CCCCN1C(=O)Nc1cccc(NC(=O)N2CCCCC2CC)c1 (stereo not drawn)
-6.9 | Cn1c(=O)n(C)c2cc(CN)ccc21
0.5 | CCC(C)Sc1nc2ccccc2c(=O)[nH]1 (stereo not drawn)

# Grouped by structure, the entries above with two or more sulfur atoms
14-3-3 PPI | Structure
-9.5 | CN(C1CCCCC1)S(=O)(=O)c1ccc2c(c1)N(CC(=O)NCc1ccc(F)cc1)C(=O)CS2
-9.1 | CCCCNC(=O)CS(=O)Cc1nc(-c2cccs2)oc1C (stereo not drawn)
2.1 | CCC(=O)N1c2ccccc2-c2nnc(SC)nc2OC1c1sccc1C (stereo not drawn)

# Next section:
14-3-3 PPI | Structure
5.7 | Cc1ccc(/C(O)=C2\C(=O)C(=O)N(CCC(=O)O)C2c2ccccc2F)cc1 (stereo not drawn)
-14.1 | Cc1csc(NC(=O)Nc2cccc(Cl)c2)n1
-2.7 | CCC(C)NC(=O)c1cc2nc(-c3cccs3)cc(C(F)(F)F)n2n1 (stereo not drawn)
3.5 | CCOC(=O)c1sc2nc(SCc3cc(F)cc4c3OCOC4)n(Cc3ccc4c(c3)OCO4)c(=O)c2c1C
-14.1 | COc1ccccc1CN1C(=O)CN(C2CCCCCC2)C(=O)C1c1ccc(F)cc1 (stereo not drawn)
-18.6 | CCOC(=O)c1c(NC(=O)C23CC4CC(CC(C4)C2)C3)sc2c1CCC2
2.4 | Cc1cc(C)c2[nH]c(C)c(CN3CCCCC3)c(=O)c2c1
-4.2 | COc1cccc(CNC(=O)CCc2nc(-c3ccc(C)cc3)no2)c1
33.1* | O=C(CN(Cc1ccccc1)S(=O)(=O)c1ccccc1)NCc1ccncc1
-6.5 | CCOc1ccccc1NC(=O)C1CCN(C(=O)c2ccccc2Cl)CC1
-1.0 | COc1ccc(CCn2cc3c(c2-c2ccc(C)cc2)c(=O)n(C)c(=O)n3C)cc1OC
4.5 | CC1=C(C(=O)OCC2CCCO2)C(c2ccc(C)cc2)C2=C(CCCC2=O)N1 (stereo not drawn)
-1.4 | COc1cc(C2C(N3C(=O)c4ccc([N+](=O)[O-])cc4C3=O)C(=O)N2c2ccc(Cl)cc2C)cc(OC)c1OC (stereo not drawn)
-2.4&7.8 | O=C1c2ccccc2-c2nccnc21
-2.7 | CCOC(=O)C1=C(C)NC2=C(C(=O)CCC2)C1c1cc(OC)c(OC)cc1[N+](=O)[O-] (stereo not drawn)
-36.8 | O=C(NCc1ccc2c(c1)OCO2)c1cc(-c2ccc(Cl)cc2)nc2ccc(Br)cc12
-122.2 | CC(=O)c1ccc2c(c1)C1C=CCC1C(c1ccccc1F)N2 (stereo not drawn)
-53.5 | Cc1cccc(NC(=O)C2CCCN(S(=O)(=O)c3cccc4nonc34)C2)c1 (stereo not drawn)
0.5 | NS(=O)(=O)c1ccc(CCNC(=O)c2ccc3c(=O)n(CCC4=CCCCC4)c(=S)[nH]c3c2)cc1
5.0 | O=C1c2ccccc2C(=O)c2c1oc1c3c(ccc21)OCN(C1CCS(=O)(=O)C1)C3 (stereo not drawn)
-17.2 | COc1ccc(-c2csc(NC(=O)CCOc3ccccc3)n2)cc1C
-19.2 | C=CCNS(=O)(=O)C1CCS(=O)(=O)C1 (stereo not drawn)
7.7 | Cc1ccc(N(C)C(=O)Cc2c(C(=O)O)[nH]c3ccc(Cl)cc23)cc1C
-1.3 | Cn1c(=O)c2c(nc(CN3CCN(Cc4ccccc4)CC3)n2Cc2ccc(F)cc2)n(C)c1=O
7.3 | C=CCNC(=O)c1cccc(-n2c(=S)[nH]c3cc(Cl)ccc3c2=O)c1

# Grouped by structure, the compounds so far with a CF3 group
14-3-3 PPI | Structure
6.3 | NC(=O)NC(=O)CC1Sc2ccc(C(F)(F)F)cc2NC1=O (stereo not drawn)
-2.7 | CCC(C)NC(=O)c1cc2nc(-c3cccs3)cc(C(F)(F)F)n2n1 (stereo not drawn)

# Other entries:
14-3-3 PPI | Structure
1.6 | CC(C)CCOc1ccc(C=Nc2nc3ccccc3n2CCN2CCOCC2)cc1
-7.9 | OC(CNCC(c1ccco1)N1CCCCC1)c1ccccc1 (stereo not drawn)
-9.9 | O=C(c1ccco1)N1CCN(c2ccccc2F)CC1
-25.8 | O=C(Cc1csc(Nc2nc(=S)[nH]c3ccccc23)n1)N1CCC(O)(c2cccc(C(F)(F)F)c2)CC1
-6.6 | COc1ccccc1C1N(Cc2ccc(C)cc2)CCCN1Cc1ccc(F)cc1 (stereo not drawn)
-4.8 | COC(=O)c1c(C)oc2cc(Br)c(OC(=O)c3ccccc3)cc12
-9.3 | COC(=O)c1cccc(C(=O)Nc2cccc3ccccc23)n1
-4.3 | N#CC(C(=O)Nc1ccc(Cl)cc1)=C1Nc2ccccc2N1
-9.0 | NC(=O)C1CCN(c2nc(-c3ccccc3F)nc3ccccc23)CC1
-2.3 | Cc1ccc(OCC(=O)N(C)CCc2ccccn2)cc1
1.6 | Cc1cc(C)cc(-n2c(=O)c3sccc3n(Cc3ccc(F)cc3)c2=O)c1
-7.9 | c1ccn(-c2ncnc3sc4c(c23)CCCC4)c1
-5.1 | Cc1noc(C)c1C(=O)OCC(=O)c1c(N)n(CC(C)C)c(=O)n(C)c1=O
-1.6 | O=C(Nc1ccon1)c1ccc(S(=O)(=O)N2CCCCCC2)cc1
-17.0 | Cc1ccc(N2C(=O)c3ccccc3NC2c2cccc(O)c2)cc1 (stereo not drawn)
-2.4 | O=C1Nc2ccccc2S(=O)(=O)N1c1ccc(Cl)cc1
1.3 | Oc1ccc(-c2nnc(SCC3CCCCC3)o2)cc1
-1.0 | O=C(O)c1ccc(NS(=O)(=O)c2ccc3c(c2)OCCO3)cc1
-2.0 | CCCOc1ccc(C(=O)Nc2cccc(-c3nc4ncccc4o3)c2C)cc1
-0.4 | Cc1ccc(SCc2cn3c(C)cc(C)nc3n2)cc1
-3.5 | Cc1ccc(-n2nnc3c(=O)n(CC(=O)OCc4ccccc4)cnc32)cc1
-8.4 | CCC(=O)N1CCc2cc(S(=O)(=O)NC3CCCCC3C)ccc21 (stereo not drawn)
-25.3 | CSc1nc(NC(N)=O)c2c3c(sc2n1)CCCCC3
1.5 | CCS(=O)(=O)N1CCN(C(=O)c2cccc([N+](=O)[O-])c2)CC1
-2.8 | O=[N+]([O-])c1ccc(Oc2ccc(S(=O)(=O)NCC34CC5CC(CC(C5)C3)C4)cc2)cc1
-9.6 | COc1ccc(CCNC(=O)Cn2nnc(-c3cccc(OC)c3OC)n2)cc1OC
3.3 | Cc1c(C(=O)NCCc2ccccc2Cl)sc2ncn(C)c(=O)c12
0.0 | CCOC(=O)Cc1csc(NC(=O)CN2C(=O)c3ccccc3C2=O)n1
-7.1 | CCOc1ccc(C2C(C(=O)OC3CCCC3)=C(C)NC3=C2C(=O)C(C(=O)OC)C(C)C3)cc1OC (stereo not drawn)
-6.6 | CSc1cccc(N2C(=O)NC3CC2(C)Oc2ccc(Cl)cc23)c1 (stereo not drawn)
11.6 | O=C(CSc1ncnc2sc3c(c12)CCCC3)c1ccc2c(c1)OCO2
2.2&-3.7 | CCCNc1nc2c(c(=O)n(C)c(=O)n2C)n1CCC(C)C
6.1 | COc1ccccc1C(=O)N1CCN(C2=NS(=O)(=O)c3ccccc32)CC1
-1.4 | CC(C)(C)c1ccccc1OCC(=O)Nc1cccc(C(F)(F)F)c1
-3.9 | CC(=O)N1CCC(O)(c2cccc(C(F)(F)F)c2)CC1
-4.5 | CCN(C(=O)CCS(=O)(=O)c1ccc2c(c1)CCN2C(C)=O)c1cccc(C)c1
0.1 | Cc1sc2ncn(CC(=O)O)c(=O)c2c1S(=O)(=O)N1CCOCC1
-2.2 | O=C(Nc1cccc2ccccc12)N1CCOCC1
-4.1 | O=C(Nc1ccccc1Cl)c1ccc(F)c(S(=O)(=O)NCc2ccccc2Cl)c1
8.3 | CC1=C(C(=O)Nc2cc(C)ccn2)C(c2ccc(C)cc2)C2=C(CCCC2=O)N1 (stereo not drawn)
-5.8 | COc1ccc(CCn2c(=O)[nH]c3cc(C(=O)N4CCN(c5ccccn5)CC4)ccc3c2=O)cc1OC
-15.5 | COc1cc(NS(=O)(=O)c2ccc3c(c2)CC(C)N3C(C)=O)cc(OC)c1 (stereo not drawn)
-21.4 | CCC1CCCCN1CCNS(=O)(=O)c1cc(Br)cc2c1N(C(=O)C1CC1)CC2 (stereo not drawn)
-4.4 | CCOC(=O)c1c(NC(=O)c2cc3nc(-c4cccs4)cc(C(F)(F)F)n3n2)sc(C)c1C
-4.1 | CCOc1ccc(-n2c(=O)c3sccc3n(CC(=O)Nc3cccc(C)c3)c2=O)cc1
-13.2 | COc1ccc(N2C(=S)NC(C)(C)C=C2C)c(OC)c1
3.9 | Cc1cc(C)c(-c2csc(NC(=O)c3ccc(S(=O)(=O)N4CC(C)CC(C)C4)cc3)n2)c(C)c1 (stereo not drawn)
-47.2 | Cc1ccc(S(=O)(=O)c2nc(-c3ccco3)oc2SCc2ccccc2F)cc1
-0.4 | COc1ccc(S(=O)(=O)N2CCN(CC(=O)Nc3ccc(F)c(F)c3)CC2)cc1
-13.1 | Cc1ccccc1NC(=O)Cn1c(=O)n(Cc2ccc3c(c2)OCO3)c(=O)c2ccccc21

# The list goes on.
14-3-3 PPI | Structure
4.2&-5.9 | CCCCCSc1nc(C)c(CC(=O)O)c(=O)[nH]1
-6.0 | C1CN(c2nc3nonc3n3nnnc23)CCO1
-8.7 | COc1ccccc1C1CC(c2ccc(Br)cc2)=NN1C(=O)CCC(=O)O (stereo not drawn)
-3.7 | O=C1CC(c2ccco2)CC(O)=C1C=NCCO (stereo not drawn)
-1.6 | CCN1C(=O)/C(=C\N2CCN(c3ccccc3)CC2)SC1=S
126.9* | Cc1cc2c3c(ccc(N)c3n1)C(=O)c1ccccc1-2
-8.1 | COc1ccccc1NC(=O)N1CCN(c2cc(-c3ccccc3)nc3ncnn23)CC1
2.4 | COc1ccc(CNC(=O)c2cc3c(C)nc4ccccc4c3o2)c(OC)c1
1.5 | O=C(Nc1cc(C(F)(F)F)ccc1Cl)c1ccc(F)cc1
1.8 | Cc1sc2ncn(CC(=O)N3CCCC3)c(=O)c2c1S(=O)(=O)N1CCN(C)CC1
-1.1 | Cc1cc(Nc2nnnn2-c2ccccc2)n(-c2ccc(Cl)cc2)n1
-6.9 | O=C(NCc1cccs1)c1ccc(CS(=O)(=O)c2ccccc2)o1
-1.2 | C#CCSc1nnc(C)c(=O)[nH]1
5.5 | Cc1cc(C)nc(NS(=O)(=O)c2ccc(NC(=O)c3ccccc3C)cc2)n1
-12.2 | CC(C)(C#N)NC(=O)C1Cc2ccccc2CN1S(=O)(=O)c1ccc(F)cc1 (stereo not drawn)
-3.3 | COc1cccc2cc(C(N)=O)c(=Nc3ccc(-c4ccccc4)cc3)oc12
-3.4 | Cc1ccc(-n2c(-c3ccccc3)nnc2-c2ccccc2)cc1C
0.3 | CC(=O)Oc1ccc(N2C(=O)c3ccc(C(=O)c4ccc([N+](=O)[O-])cc4)cc3C2=O)cc1
-14.0 | CC[n+]1c(C=Cc2ccc(N(C)C)cc2)ccn1-c1ccccc1
-3.1 | O=C(CCCn1c(=O)[nH]c2ccsc2c1=O)NCc1cccs1
-26.4 | O=[N+]([O-])c1cccc(C2Nc3c(cccc3[N+](=O)[O-])C3C=CCC32)c1 (stereo not drawn)
8.1 | COc1cc2c(cc1OC)C(COc1ccc([N+](=O)[O-])cc1)N(C(=O)CCC1CCCC1)CC2 (stereo not drawn)
-2.8 | Cc1ccc(S(=O)(=O)N2CCN(C(=O)COC(=O)c3cc(C)oc3C)CC2)cc1
-35.5 | Cc1ccc2oc(-c3ccc(Cl)c(NC(=O)CC(C)C)c3)nc2c1
3.7 | CCOC(=O)C1=C(c2ccccc2)NC(=S)NC1c1ccccc1Br (stereo not drawn)
-3.9 | NC(=O)C(=O)Nc1ccc2c(c1)OCCO2

# Four compounds drawn at random from those above, as already listed:
14-3-3 PPI | Structure
-9.1 | CCCCNC(=O)CS(=O)Cc1nc(-c2cccs2)oc1C (stereo not drawn)
-7.9 | OC(CNCC(c1ccco1)N1CCCCC1)c1ccccc1 (stereo not drawn)
-13.2 | COc1ccc(N2C(=S)NC(C)(C)C=C2C)c(OC)c1
33.1* | O=C(CN(Cc1ccccc1)S(=O)(=O)c1ccccc1)NCc1ccncc1
